# Screening results as filed in PubChem BioAssay.
# K1F lysis inhibition: inhibition of K1F phage lysis, E. coli UTI89, bacterial capsule biogenesis inhibitors, alamar blue (AID 488966) | E. coli UTI89 K1F phage lysis, alamar blue, 2 h; higher % means a stronger effect | inhibition, % at 100 µM, or IC50 in µM where a hit was titrated | 340,000 compounds, 0.02% hits;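 active means phage lysis inhibition, versus mean bacterial control, above a set limit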;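 further: capsule biogenesis inhibitors block K1F phage lysis so surviving cells raise fluorescence; higher fluorescence means more inhibition of phage lysis; actives were called in the ten point dose series up to 300 µM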
# CSM14.1 death rescue: rescue of cells from ER stress-induced death, primary screen, 384-well, CSM14.1, thapsigargin, ATP luminescence (AID 1222); cellular ATP content (survival), % at 20 µM; hits with a dose series show EC50 in µM; 190,000 tested, under 10 active; CSM14.1 thapsigargin-induced death rescue, ATP luminescence; higher % means a stronger effect;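 active means EC50 below 50 µM in the dose-response confirmation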;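 further: death triggered by thapsigargin at about 15 µM added after 2 h compound pretreatment; cell ATP read after overnight thapsigargin exposure of roughly 18 to 22 hours; normalized against plate controls of thapsigargin alone and 5% DMSO vehicle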
# WT yeast gro inh: growth inhibition of WT strain, primary screen, mitochondrial fusion inhibitor project, WT and mutant strains, chemical genetic. mitochondrial fusion phenotypic screen. inhibition, % at 10 µM. 190,000 compounds, 2.1% hits; in the data active means inhibition above about 58%; tested in S. cerevisiae
# P. falciparum M1AAP: P. falciparum M1AAP inhibitors, biochemical, fluorogenic H-Leu-NHMec substrate, 1536-well (AID 1445). recombinant M1AAP, H-Leu-NHMec fluorogenic kinetic assay; higher % means a stronger effect. one-dose inhibition, % at 30 µM; IC50 in µM for titrated hits. 220,000 compounds, 0.42% hits;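 active means primary inhibition above the hit cutoff, then over 50% inhibition at one or more dose response concentrations, cut at about 23% in these data, passing the limit was not always enough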;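 further: plate controls were DMSO full reaction for no effect and no enzyme background for full effect; strong numbers were not always called active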
# Lipid droplet: inhibitors of hepatocyte lipid droplet formation, primary screen, imaging, high-throughput imaging, BODIPY stain | inhibition, % at 6.5 µM | 240,000 compounds, 0.4% hits | AID 1656, 2009 | AML12 mouse hepatocytes, oleate lipid droplets;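 active means lipid droplet intensity inhibited by at least 50%, with more than 500 cells counted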
#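 Assay system: AML12 hepatocytes (mouse); Probe or stimulus: oleic acid at 100 µM to induce lipid droplet formation; Dosing: compound at 6.5 µM only; Schedule: compound with oleate, overnight; Detection: fluorescence imaging, 20x objective, two fields per well; Measure: % inhibition of lipid droplet signal.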
# TNAP activation fold: human TNAP enzyme activators, primary screen, biochemical, luminescent, no phosphate acceptor, uHTS (AID 1001). 200,000 compounds, 0.03% hits. purified TNAP, luminescent activation assay, no phosphate acceptor; higher activation fold means a stronger effect. one-dose activation fold at 20 µM; EC50 in µM for titrated hits. Alkaline phosphatase, tissue-nonspecific isozyme (Homo sapiens); in the data active means activation fold from about 3, or a potency from the dose series; inactive means the rest, 99 in 100 with activation fold below about 1.6; further: many of its hits are not listed in these tables
# Myeloid diff MLP: induction of myeloid progenitor differentiation, primary screen, cell-based, flow cytometry, MLPCN library. calls only at 10 µM. ER-HoxA9 myeloid progenitors, lysozyme-GFP differentiation. 360,000 compounds, 1% hits;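 active means normalized GFP-positive differentiation at or above the plate's own cutoff, the solvent-only control mean plus 3 SD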;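 further: cells exposed to compound for four days before flow analysis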
# human PMI inhibition: inhibitors of human PMI, primary screen, biochemical, fluorescence intensity, coupled assay (AID 1209). Mannose-6-phosphate isomerase (Homo sapiens). purified PMI enzyme, coupled fluorescence intensity; higher % means a stronger effect. one-dose inhibition, % at 20 µM; IC50 in µM for titrated hits. 190,000 compounds, 0.42% hits;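 further: plate controls were DMSO vehicle for no effect and wells lacking substrate for full effect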
# PMI inhibition: human PMI inhibitors, high substrate, primary screen, biochemical, fluorescence intensity, high mannose 6-phosphate (AID 1220) | one-dose inhibition, % at 20 µM; IC50 in µM for titrated hits | Mannose-6-phosphate isomerase (Homo sapiens) | 190,000 compounds, 0.66% hits | recombinant PMI enzyme, coupled fluorescence intensity; higher % means a stronger effect
# WT yeast gro inh mutant strain: recorded beside WT yeast gro inh, whose call it bears; inhibition, %; mitochondrial fusion phenotypic screen, mutant strain inhibition
# Lipid droplet cells 6.5 µM: also measured in Lipid droplet; calls as there; cell count; measured here: cell count, cytotoxicity flag;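 cells counted across two imaged fields per well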
# Myeloid diff MLP GFP+ MAC1+ %: recorded beside Myeloid diff MLP, whose call it bears; GFP+ MAC1+ double positive, %; measured here: differentiation confirmed by MAC1 staining
# An asterisk follows results filed as active; i = inactive; x = not tested or not shown; [ ] = another dose, or the depositor's remark. Unless noted, no stated cut-off is given here; in the data, active means inhibition above about 50%; inactive means the rest. A portion of the library; count on the stated rates, not on these rows.
Molecule	K1F lysis inhibition	CSM14.1 death rescue	WT yeast gro inh	WT yeast gro inh mutant strain	P. falciparum M1AAP	Lipid droplet	Lipid droplet cells 6.5 µM	TNAP activation fold	Myeloid diff MLP	Myeloid diff MLP GFP+ MAC1+ %	human PMI inhibition	PMI inhibition
CCC(=NCCC1=CCCCC1)c1c(O)[nH]c(=O)[nH]c1=O	0.4%	1.0%	-5.7	-4.4	2.9%	x	x	1	i	1.0	6.7%	11.2%
CCOC(=O)c1cc(CC)sc1/N=C/c1c(O)[nH]c(=S)[nH]c1=O	0.3%	-2.6%	-23.9	-15.0	0.7%	-0.9	578	1.1	i	0.9	-41.4%	-79.9%
CCN(CC)CCCOC(=O)C(OC(C)C)(c1ccccc1)c1ccccc1	-0.9%	-3.5%	36.4	30.2	1.2%	-31.8	722	1	i	1.7	-6.3%	-6.0%
Cc1c(C=O)c2ccccc2n1Cc1ccccc1F	-1.9%	2.4%	11.6	6.6	3.1%	-11.0	747	1.1	i	0.2	10.6%	4.7%
Cn1cccc1CNCCc1ccc(F)cc1	0.4%	-1.9%	3.6	0.5	0.4%	-26.1	703	1.1	i	2.7	-12.7%	-9.2%
CCN1CCN(C(=O)COc2ccc(S(=O)(=O)NC(C)C)cc2)CC1	13.6%	-0.3%	-0.2	-0.6	-0.7%	-6.5	744	1	i	6.2	3.4%	-1.5%
O=c1c2ccccc2nc(N2CCCC2)n1-c1ccc(Cl)cc1	0.7%	2.5%	45.4	-1.4	13.8%	x	x	1.1	i	0.1	6.4%	9.6%
O=c1[nH]c(=O)n(-c2cccc3ccccc23)c(O)c1/C=N/N1CCCCC1	-0.4%	x	x	x	3.8%	0.0	696	x	i	0.4	x	x
CC1CC(NC(=O)C2C3CCC(O3)C2C(=O)O)CC(C)(C)C1 (configuration not stated)	7.3%	-1.5%	8.6	21.4	-4.1%	-10.7	652	1.1	i	0.3	-2.0%	-3.7%
CC1CN=C(NC(C)c2ccccc2)S1 (configuration not stated)	0.1%	-1.1%	5.0	1.2	-2.2%	5.4	696	1	i	0.0	-4.8%	-3.1%
Cc1cc([P+](=O)O)c(C)n1-c1ccc(Br)cc1	4.5%	0.5%	36.2	-8.0	2.7%	x	x	1.1	i	7.9	-8.0%	-3.7%
CCOC(=O)C(O)(c1ccc(NC(=S)NC(=O)c2ccc(Cl)cc2Cl)c(C)c1)C(F)(F)F (configuration not stated)	0.3%	-2.4%	76.8*	34.0*	-1.9%	8.1	642	1	i	0.2	18.2%	10.4%
CN1CN(c2cccc([N+](=O)[O-])c2)CN=C1N[N+](=O)[O-]	-1.1%	0.5%	-11.4	13.5	6.1%	-6.5	711	1	i	0.5	-0.1%	5.4%
COCCOC(=O)c1c(N)n(Cc2ccccc2)c2nc3ccccc3nc12	0.1%	1.0%	-30.8	-18.8	25.0%*	5.4	791	1.1	i	0.1	14.3%	4.0%
CCCCn1c(O)c(C(C)=Nc2c(C)n(C)n(-c3ccccc3)c2=O)c(=O)[nH]c1=O	0.4%	-1.8%	6.0	-4.9	11.7%	x	x	1.1	i	0.5	2.8%	5.0%
COc1ccc(CN2C(=O)CC(=O)NC2=O)cc1	1.0%	2.3%	-4.5	-10.4	-1.7%	x	x	1.1	i	0.9	3.4%	3.7%
COc1ccc(Br)cc1CN1CCN(CCO)CC1	1.2%	2.1%	24.4	-0.9	0.1%	x	x	1.1	i	4.7	-2.5%	-11.4%
CCOc1ccc(CC2C(=O)NC(=O)N(c3ccc(CC)cc3)C2=O)cc1 (configuration not stated)	-0.4%	0.1%	-0.6	-20.2	-0.8%	-2.6	774	1.1	i	0.9	-3.1%	-8.0%
Cc1ccc(NC(=O)CSc2nnc([C@@H](N)Cc3c[nH]c4ccccc34)o2)c(C)c1	0.4%	-1.1%	-28.8	-9.1	5.5%	x	x	1.3	i	1.0	5.5%	9.6%
c1ccc2c(c1)Nc1ccccc1S2	-0.8%	-3.1%	3.4	-7.1	19.4%	x	x	1	i	0.6	13.4%	14.2%
C=CCn1c(O)c(C(C)=Nc2cccc(C(=O)O)c2)c(=O)[nH]c1=O	2.2%[50 µM]	x	x	x	4.1%	18.6	746	x	i	0.8	x	x
CCN(CC)c1ccc(N=Cc2c(O)n(-c3ccccc3C)c(=O)[nH]c2=O)cc1	0.0%	x	20.9	24.2	12.6%	-1.2	699	1	i	11.6	25.8%	19.9%
CC12CC[C@H]3[C@@H](CCC4(O)C[C@H](O)CCC34/C=N/NC(=O)c3ccccc3Cl)C1(O)CCC2C1=CC(=O)OC1 (some centres not stated)	0.2%	x	x	x	0.1%	0.7	642	x	i	0.5	x	x
C/C(=N\Nc1cccc2ccccc12)c1c(O)n(Cc2ccccc2)c(=O)[nH]c1=O	3.5%	3.5%	12.9	-11.0	14.3%	8.4	695	1	i	0.6	-23.0%	-42.1%
O=C1/C(=C/c2cc([N+](=O)[O-])ccc2Cl)N2CCC1CC2	0.5%	-1.0%	-2.9	-3.6	0.1%	x	x	1	i	1.6	9.6%	-0.3%

# The list goes on:
Molecule	K1F lysis inhibition	CSM14.1 death rescue	WT yeast gro inh	WT yeast gro inh mutant strain	P. falciparum M1AAP	Lipid droplet	Lipid droplet cells 6.5 µM	TNAP activation fold	Myeloid diff MLP	Myeloid diff MLP GFP+ MAC1+ %	human PMI inhibition	PMI inhibition
OC(c1ccccc1)(c1ccccc1)C1CN2CCC1CC2 (configuration not stated)	0.1%	-1.8%	-0.9	-7.9	x	11.8	714	1.1	i	0.4	-2.4%	-5.5%
CCCCCc1cc(O)c2c3c(c(=O)oc2c1)CN(C)CC3	-0.1%	-2.6%	49.1	25.5	2.1%	-24.1	709	1	i	0.6	7.8%	2.7%
NCC1(c2ccc3c(c2)OCCO3)CCCC1	0.0%[50 µM]	9.0%	-41.3	-34.7	2.4%	4.1	743	1	i	0.2	-3.0%	-11.1%
CN1CCC(C)(O)C2CCCCC21 (configuration not stated)	0.3%	0.2%	2.2	-0.9	2.9%	6.7	730	1.1	i	0.6	2.0%	3.2%
CC(C)OP(=O)(OC(C)C)C(O)c1ccccc1F (configuration not stated)	1.4%[50 µM]	-1.3%	3.2	12.3	0.6%	-18.0	683	1.1	i	1.0	-6.3%	-2.7%
Cc1cc(Oc2ccc(C(F)(F)F)cc2[N+](=O)[O-])c2c3c(c(=O)oc2c1)CCC3	4.0%[50 µM]	2.0%	-12.1	-13.8	4.0%	14.4	555	1.1	i	0.6	-1.9%	-5.4%
CN(C(=O)CN1CC=C(c2ccccc2)CC1)c1c(N)n(Cc2ccccc2)c(=O)[nH]c1=O	-0.5%	-0.2%	-3.1	-4.6	0.8%	15.7	693	1.2	i	0.0	4.6%	10.2%
Clc1cccc(Cl)c1C1N2CCCN12 (configuration not stated)	3.0%	-0.2%	-5.8	1.8	-0.7%	-15.5	747	1.1	i	0.2	7.6%	5.2%
O=C(Cn1nc(-c2ccc(Cl)cc2)ccc1=O)N1CCC2(CC1)OCCO2	0.6%[50 µM]	6.4%	6.3	7.5	3.0%	20.5	764	1.1	i	0.2	-4.0%	-2.0%
Cc1cccc(OP(=O)(Oc2cccc(C)c2)OC(c2ccccc2)C(F)(F)F)c1 (configuration not stated)	4.8%	-0.1%	30.8	-10.6	-0.8%	x	x	1.1	i	0.9	8.2%	8.8%
O=c1[nH]c(=S)n(CCC2=CCCCC2)c(O)c1/C=N/Nc1ccccc1	0.0%	x	x	x	9.3%	11.1	662	x	i	1.0	x	x
CC1(C(O)(C#CCN2CCCCC2)c2ccccc2)CCCC1 (configuration not stated)	0.5%	-7.6%	15.6	13.4	1.5%	-14.4	728	1.1	i	0.5	-5.5%	2.4%
O=C1NC(=O)N(CCNc2ncc(C(F)(F)F)cc2Cl)C(=O)C1Cc1ccc(Cl)cc1 (configuration not stated)	1.8%	x	-6.4	-4.7	2.7%	12.4	707	0.9	i	0.0	-8.3%	3.1%
COc1cc(OC)cc(C2(C#N)CCN(C)CC2)c1	2.1%[50 µM]	x	x	x	1.5%	2.3	717	x	i	0.6	x	x
Cc1nc2cc(C(=O)N3CCC4(CC3)OCCO4)ccc2n1-c1cccc(F)c1	3.8%	5.3%	2.0	1.2	6.0%	-3.1	783	1.1	i	1.1	6.5%	2.1%
COc1ccc(N2CC2c2ccncc2)cc1 (configuration not stated)	0.3%	-0.7%	-12.3	6.5	-3.7%	7.2	659	1.2	i	0.3	5.2%	35.3%
Cc1ccc2c(c1)CC1(CN2C)C(=O)NC(=O)N(c2ccccc2C)C1=O (configuration not stated)	0.1%	-1.3%	19.8	25.0	4.9%	x	x	1	i	1.0	-60.3%	-93.4%
Cc1cc(S(N)(=O)=O)ccc1N=Cc1c(O)n(-c2ccccc2)c(=O)[nH]c1=O	0.3%	-0.8%	-8.1	5.2	8.3%	-9.1	681	1	i	0.1	-19.8%	-9.6%
CC1(O)C[C@]2(C)N(O)C3CCCC[C@@H]3N2O1 (some centres not stated)	0.4%	-2.2%	3.3	5.1	6.9%	-1.3	587	1	i	0.8	-21.8%	-54.4%
CCCCC(=O)N/N=C/c1c(O)n(CCc2ccc(OC)c(OC)c2)c(=O)[nH]c1=O	0.3%	0.7%	-7.8	3.6	-1.6%	-0.5	600	1.6	i	0.0	17.5%	-1.3%
Cc1ccc(C)c(OCC(=O)N2CCCN(C)CC2)c1	0.8%	3.6%	-3.5	-14.9	-7.7%	-35.3	629	0.9	i	0.4	7.4%	-1.0%
